Fam108B counter – mouse Fam108B serine hydrolase inhibitors, primary screen, counter-screen for RBBP9 inhibitor project, biochemical, fluorescence polarization; recombinant Fam108B, FP-Rh probe fluorescence polarization; inhibition, % at 9.51 µM; 300,000 compounds, 0.33% hits; AID 1947, 2009;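 active = inhibition above the screen mean inhibition plus 3 SD, computed separately per campaign, cut at about 18% in these data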;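 note: inhibitors lower polarization as less probe binds the enzyme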
GRK2 inh – compounds blocking aptamer binding on GRK2 – biochemical, human GRK2, bead flow cytometry, HTS, primary screen; FAM-aptamer displacement from GRK2; inhibition of aptamer binding, % at 10 µM; 330,000 compounds, 0.59% hits; Beta-adrenergic receptor kinase 1 (Homo sapiens), P25098;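 active = inhibition of aptamer binding above 40%, roughly 3 SD of noise, on plates passing a quality check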;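 note: median bead fluorescence of bound FAM aptamer so fluorescent compounds give negative values; no value below 0 was filed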
MCL1-BIM inh – inhibitors of MCL1 binding to BIM-BH3, primary screen, biochemical, fluorescence polarization. 320,000 compounds, 0.68% hits. inhibition, % at 10.9 µM. Induced myeloid leukemia cell differentiation protein Mcl-1 (Homo sapiens), Q07820. GST-MCL1 / FITC-Bim-BH3 fluorescence polarization;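 active = inhibition above the mean inhibition of all tested compounds plus 3 SD, set per campaign, cut at about 40% in these data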;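 note: 0% = DMSO wells and 100% = unlabeled Bim-BH3 peptide control; higher means more loss of mP so more displacement of Bim peptide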
Target sequence (Q07820 whole entry, looked up): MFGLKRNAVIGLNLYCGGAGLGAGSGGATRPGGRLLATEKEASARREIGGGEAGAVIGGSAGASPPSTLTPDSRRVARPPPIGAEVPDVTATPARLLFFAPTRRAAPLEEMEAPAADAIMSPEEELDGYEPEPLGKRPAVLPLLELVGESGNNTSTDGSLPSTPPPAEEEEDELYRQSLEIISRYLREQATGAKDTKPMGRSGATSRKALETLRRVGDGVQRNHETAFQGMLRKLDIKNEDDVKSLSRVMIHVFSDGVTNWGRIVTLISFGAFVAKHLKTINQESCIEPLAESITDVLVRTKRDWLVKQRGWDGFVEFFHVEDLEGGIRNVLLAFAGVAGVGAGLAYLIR
PME-1 inh – PME-1 inhibitors via competitive probe labeling, primary screen, biochemical, fluorescence polarization, FP-Rh probe, HTS | AID 2130, 2009 | inhibition, % at 5.9 µM | 320,000 compounds, 0.53% hits | recombinant PME-1 | Protein phosphatase methylesterase 1 (Homo sapiens), Q9Y570;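 active = inhibition above the campaign mean of all compounds plus 3 SD, cut at about 26% in these data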;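 note: competitive labeling of PME-1 active site by serine hydrolase directed probe; 0% = PME-1 with DMSO and 100% = wells lacking PME-1 enzyme; inhibitors block probe labeling so polarization falls and inhibition rises; many of its hits are not listed in these tables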
Target sequence (Q9Y570 whole entry, looked up): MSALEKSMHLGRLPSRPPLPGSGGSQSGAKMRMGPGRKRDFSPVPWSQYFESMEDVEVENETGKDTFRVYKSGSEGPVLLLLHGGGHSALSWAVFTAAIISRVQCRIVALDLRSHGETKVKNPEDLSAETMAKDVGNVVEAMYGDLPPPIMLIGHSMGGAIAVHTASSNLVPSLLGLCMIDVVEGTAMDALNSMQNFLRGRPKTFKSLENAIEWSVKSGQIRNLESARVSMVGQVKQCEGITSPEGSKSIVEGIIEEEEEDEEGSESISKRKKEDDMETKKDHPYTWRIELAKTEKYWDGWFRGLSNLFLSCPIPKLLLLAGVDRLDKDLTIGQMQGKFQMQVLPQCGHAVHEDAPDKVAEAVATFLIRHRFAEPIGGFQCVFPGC
GLD-1 TGE inh – GLD-1/TGE RNA complex disruptors, primary screen, biochemical, fluorescence polarization; Female germline-specific tumor suppressor gld-1 (Caenorhabditis elegans), Q17339; purified GLD-1 + fluorescein TGE RNA; inhibition, % at 5.96 µM; 320,000 compounds, 0.44% hits;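 active = percent inhibition above a per-plate cutoff, the plate mean of test compounds plus 3 SD, cut at about 30% in these data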;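 note: 0% = DMSO wells with GLD-1 and probe and 100% = wells lacking GLD-1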
BCLXL inh – inhibitors of human Bcl-xL, primary screen, biochemical, fluorescence polarization, HTS | Bcl-2-like protein 1 (Homo sapiens), Q07817 | GST-Bcl-xL / FITC-Bim BH3 peptide fluorescence polarization | inhibition, % at 10.9 µM | 320,000 compounds, 0.7% hits;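 active = inhibition above the mean of all tested compounds plus 3 SD, cutoff set per campaign, cut at about 30% in these data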;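 note: 0% = DMSO wells and 100% = unlabeled Bim-BH3 peptide competitor; inhibitors lower millipolarization by displacing the labeled peptide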
Target sequence (Q07817 whole entry, looked up): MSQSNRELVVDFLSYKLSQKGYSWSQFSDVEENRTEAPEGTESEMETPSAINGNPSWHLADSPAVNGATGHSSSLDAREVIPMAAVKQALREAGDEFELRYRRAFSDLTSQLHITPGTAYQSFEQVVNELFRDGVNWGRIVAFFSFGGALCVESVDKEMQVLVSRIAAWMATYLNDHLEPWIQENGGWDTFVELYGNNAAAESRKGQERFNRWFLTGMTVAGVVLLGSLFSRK
Efflux pump mplx – inhibitors of Candida efflux pumps in yeast, primary screen, S. cerevisiae, Nile Red, multiplex; S. cerevisiae Candida pump triplex; inhibition, % at 10 µM; 330,000 compounds, 0.44% hits;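 active = plate passing quality check with inhibition over a set limit, or well fluorescence over plate mean plus 4 SD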;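 note: Nile Red retained in pooled yeast measured as flow cytometry median fluorescence; 0% = buffer negative control and 100% = Enniatin B positive control; higher means more Nile Red kept so more efflux inhibition; some compounds called inactive have numbers as strong as hits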
VLA-4 inh – inhibition in human VLA-4 binding assay, primary screen, VLA-4 allosteric modulator project, MLPCN library, flow cytometry, VLA-4 expressing cells; Integrin alpha-4 (Homo sapiens), P13612; ligand binding flow cytometry; inhibition, % (about 7 µM as worked out from the volumes in the protocol); 330,000 compounds, 0.2% hits; in the data active = inhibition above about 50%
MEX-5 binding – MEX-5 zinc finger RNA-binding disruptors – biochemical, C. elegans, fluorescence polarization, MLPCN library, primary screen. MEX-5/FITC-TCR2 RNA binding; stronger effect = lower value. activity score (negative = inhibition of binding), % at 10 µM. 300,000 compounds, 0.38% hits. AID 1832, 2009;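 active = inhibition past about -25% in most replicates, and total fluorescence under double the plate's negative control median, limit read from the data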;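 note: 0% = DMSO and -100% = 5 µM competing unlabeled TCR2 RNA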
The depositor's hits bear a star; x = not tested or not shown. Some of the compounds tested; rates above refer to the full screens.

SMILES	Fam108B counter	GRK2 inh	MCL1-BIM inh	PME-1 inh	GLD-1 TGE inh	BCLXL inh	Efflux pump mplx	VLA-4 inh	MEX-5 binding
N/C(=N\OC(=O)c1cccc2ccccc12)c1ccc(Br)cc1	-4	4	4	-8	2	5	-0.2	18	4.8
Cc1ccsc1-c1ccnc(-n2cccc2)n1	-8	1	1	-8	4	-1	-0.1	8	-1.8
Cc1ccc(S(=O)(=O)N2CCN(C(=O)CSc3ccc(F)cc3)CC2)cc1	0	2	-4	1	9	0	0.0	6	1.7
CCN(Cc1nc2cc(Cl)ccc2c(=O)[nH]1)C(=O)COc1ccccc1Cc1ccccc1	x	1	-5	-3	2	-3	0.0	1	x
O=C(NNc1ccc(F)cc1F)c1c(F)cccc1Cl	5	0	3	2	0	0	0.1	3	1.9
O=C(Nc1ccc(S(=O)(=O)N2CCCc3ccccc32)cc1)C1CCCO1 (stereo not given)	-5	0	1	5	3	2	-0.1	3	-2.2
CSCc1cc(N(C)C)nc(SCc2ccc(Cl)cc2Cl)n1	0	0	1	-3	-4	2	-0.2	0	3.9
O=C1c2cccc3cccc(c23)C(=O)N1CCCSc1ncn[nH]1	1	2	-1	0	4	8	0.0	-3	-3.3
CCN=C1SC(CC(=O)Nc2ccc(C)cc2)C(=O)N1CC (stereo not given)	-1	1	-3	-1	7	-2	0.0	2	1.0
Cc1cc(NC(=O)CN2C(=O)NC(CCc3ccccc3)C2=O)no1 (stereo not given)	0	9	1	2	-1	3	0.1	-6	1.6
CN(C(=O)c1cccnc1)c1nnc(-c2cnccn2)s1	-1	0	-1	4	-2	2	-0.1	-8	-4.4
CC(=O)Nc1ccc(NC(=O)c2cc[n+]([O-])cc2)cc1	1	6	-28	-2	6	-8	0.4	4	-0.2
CC1Cc2cc(/C(O)=C3/C(=O)C(=O)N(CCN4CCOCC4)C3c3ccc(N(C)C)cc3)ccc2O1 (stereo not given)	3	0	-4	-1	-3	-3	0.1	-105	1.0
CCc1nnc(NC(=O)CSc2nc(C3CCCCC3)nc3ccccc23)s1	0	3	-4	-5	4	0	0.0	-1	-1.0
O=[N+]([O-])c1ccc(-n2nncc2-c2ccccc2)cc1	-5	2	3	3	3	1	0.2	-1	1.4
COc1ccccc1CCNCc1ccc(OC)c(OCc2ccccc2)c1	-5	0	-1	0	5	-3	0.0	15	0.2
CCOc1cc(C(=O)OCC(=O)N(C)c2ccccc2)cc(OCC)c1OCC	-3	6	6	-9	1	1	0.0	19	0.2
O=C(O)c1cc(N=Nc2c(O)[nH]c3ccc([N+](=O)[O-])cc23)ccc1Cl	2	12	10	12	6	14	0.0	-6	0.0
CCN=C1SC(C(=O)Nc2cc(Cl)cc(Cl)c2)CC(=O)N1CC (stereo not given)	5	4	7	-2	-4	5	0.0	0	-1.0
COC(=O)c1ccc(CSc2nnc(N)s2)o1	1	2	4	1	6	0	0.0	0	-0.5
COc1cc2cc(CN(CCc3cccc(C)c3)C(=S)NCCCN3CCOCC3)c(=O)[nH]c2cc1OC	-2	0	2	-2	5	5	-0.1	29	-1.1
Cc1cc(C)nc(NC(=NCCc2c[nH]c3ccccc23)NC(=O)Nc2cccc([N+](=O)[O-])c2)n1	-7	0	-4	0	5	4	0.2	4	2.1
COC(=O)c1c(NC(=O)CSc2nnc(C)c(=O)[nH]2)sc(C)c1C	0	2	14	-1	-4	8	0.3	13	2.6
Brc1ccc(/C=C/C=N/Nc2nc3ccccc3s2)cc1	2	2	1	4	6	-3	0.0	2	-4.5
COCCn1c(-c2cccc(Br)c2)nc2c(c(=O)c3ccccc3n2C)c1=O	0	2	2	7	7	3	0.0	2	-0.3
Cc1[nH]c2ccccc2c1C(=O)C(=O)N1CCCc2ccccc21	1	4	-2	-2	1	0	-0.2	0	1.0
CC(C)CC(=O)Nc1ccccc1-c1nnn(CC(=O)N2CCOCC2)n1	-3	0	3	-8	5	-1	0.0	7	-0.5
COc1ccc(Nc2nc(N)nc(CSC(=S)N3CCCCC3)n2)cc1	-1	2	10	4	2	4	0.0	31	0.5
NC(=O)c1c(NC(NC(=O)c2ccco2)(C(F)(F)F)C(F)(F)F)sc2c1CCCC2	-1	0	9	0	-6	8	0.0	0	-2.5
Cc1noc(C)c1COC(=O)c1ccccc1Sc1ccccc1C#N	0	4	5	-6	1	2	-0.1	1	2.3
Cc1ccc(-c2nnc(Oc3ccc(NC(=O)c4ccccc4)cc3)c3ccccc23)cc1	3	3	2	-2	-1	3	1.0	-2	-1.1
NC(=O)CN1CCN(C(=O)Nc2ccccc2)CC1	-3	0	2	3	7	-1	-0.1	10	0.0
Cc1ccc(NC(=O)C2CCCN2C(=O)NC2CCCCC2)c(C)c1 (stereo not given)	-3	1	-1	-5	8	5	0.1	-4	1.3
CC(C)CC(=O)Nc1ccc(C(=O)NN2C(=O)c3ccccc3C2=O)cc1	3	0	4	0	-1	3	0.3	27	-1.5
CCCC/C=C1\CCc2c([nH]c3ccccc23)C1=O	2	0	-2	1	-1	1	-0.2	8	0.9
Cc1ccccc1-n1c(=O)cc(N2CCc3ccccc3C2)[nH]c1=O	4	1	20	1	15	22	0.8	8	-13
CCOC(=O)c1nn(-c2ccc(C)cc2)c(=O)cc1OCC(=O)N1CCN(c2ccccc2)CC1	-3	0	9	3	-2	-1	0.0	-3	-3.8
COc1ccc(NC(=O)NC2CC3CCCC(C2)N3Cc2ccccc2)cc1 (stereo not given)	-2	0	3	-2	6	2	0.0	6	-2.1
CC(=O)c1ccc2c(c1)N(C)c1ccccc1S2	4	3	1	10	1	5	0.0	-8	-0.5
CC(C)Cn1c(N)c(C(=O)COC(=O)c2ccccc2C(=O)c2ccccc2)c(=O)n(C)c1=O	x	0	x	x	4	x	0.1	4	x
O=C1c2ccccc2S(=O)(=O)c2cc(N3CCN(c4ccccc4)CC3)ccc21	-1	1	-3	-6	0	2	0.0	-14	-1.6
Cc1c(O)c(=O)n(-c2ccccc2)n1C	-4	0	7	-2	3	2	-0.1	-9	x
Cc1ccc(NC(=O)Cn2c(O)c(N=NC(=O)c3ccncc3)c3ccccc32)cc1	-1	0	4	-2	2	3	0.0	2	-0.6
CCOC(=O)/C=C1\CN(Cc2cc(OC)c(OC)c(OC)c2)S(=O)(=O)c2ccccc21	1	2	-4	7	0	-2	0.1	38	-1.4
COc1cc(C(=O)Nc2cc(C(F)(F)F)ccc2N2CCOCC2)ccc1O	4	1	7	4	4	0	-0.2	-3	-0.9
COc1ccc(S(=O)(=O)N2CCC(C(=O)NCc3cccnc3)CC2)cc1C	-5	0	-10	-4	-8	-7	0.0	7	-0.2
Cn1c(CO)cnc1SCc1ccc(F)cc1	0	1	5	-2	0	2	-0.1	18	-0.1
O=C(Nc1cccnc1)c1ccc(Cl)c(S(=O)(=O)N2CCCC2)c1	0	3	10	1	0	3	0.0	-1	-1.1
Clc1ccccc1Cc1noc(CN2CCN(c3cnccn3)CC2)n1	2	0	3	-4	-1	5	0.0	-3	-0.6
C/C(=N\NC(=O)c1cccs1)c1cccnc1	5	0	7	-15	2	6	0.0	10	0.9
O=c1cc(N2CCOCC2)cnn1-c1ccccc1	3	0	1	2	5	0	0.2	16	-1.7
CC1Nc2ncnc(N3CCc4ccccc4C3)c2N(Cc2ccc(Br)cc2)C1=O (stereo not given)	-8	x	-13	-9	-12	-5	x	x	1.6
COC(=O)c1c(C)[nH]c(C(=O)OCC(=O)NC(C)(C)C)c1C	0	4	-1	-1	7	1	0.0	7	-1.2
CC1CCN(C(=O)c2nc[nH]c2C(=O)OCCNC(=O)OC(C)(C)C)CC1	x	2	3	3	-2	2	0.1	7	x
CC(C)(C)c1ccc(C(=O)NCC(=O)NNC(=O)c2ccccc2O)cc1	1	0	2	3	4	1	0.0	-3	-3.2
CN(C(=O)CSc1nnc(-c2c[nH]c3ccccc23)o1)C1CCS(=O)(=O)C1 (stereo not given)	0	5	-10	-2	-2	-2	0.1	8	0.0
O=C(Cn1nc(-c2ccccc2F)ccc1=O)Nc1ccc(S(=O)(=O)N2CCCCCC2)cc1	-18	3	-3	-32	-10	-2	0.3	20	-2.0
CC(C)Oc1cccc(C(=O)O)c1	-2	2	11	-6	-2	1	-0.1	-12	1.0
CS(=O)(=O)N1CCN(c2nc(-c3ccc(F)cc3)cs2)CC1	1	0	-10	0	3	-4	0.0	6	0.2
CN(C)S(=O)(=O)c1ccc(NC(=O)c2cccnc2)cc1	0	0	-5	0	3	4	-0.1	6	1.9

Remaining list, next part:
SMILES	Fam108B counter	GRK2 inh	MCL1-BIM inh	PME-1 inh	GLD-1 TGE inh	BCLXL inh	Efflux pump mplx	VLA-4 inh	MEX-5 binding
COc1ccc2nc(NC(C)=O)sc2c1	0	1	-2	3	1	-5	-0.1	-1	1.6
CCN1C(=O)[C@H]2[C@@H](c3ccc(C)cc3)N3C(=O)N(c4ccc(C)cc4)C(=O)[C@@]3(Cc3ccccc3)[C@H]2C1=O	2	1	0	-3	7	3	-0.1	13	-0.6
O=C(c1cc(N2CCOCC2)c(F)cc1[N+](=O)[O-])N1CCOCC1	2	0	14	5	0	4	-0.1	-3	-0.3
O/N=C/c1ccccc1OCc1ccc(Cl)cc1	-8	0	-2	-5	-2	-3	0.0	2	1.8
Cc1ccccc1N=C1Nc2ccccc2CS1	3	1	6	-3	4	4	-0.1	9	0.0
CCOc1cc(/C=C2/SC(=O)N(CC(=O)N3CCc4ccccc4C3)C2=O)ccc1OCC(=O)O	0	1	6	1	-2	13	0.1	-5	-5.3
Cc1[nH]nc2c1-c1nc3ccccc3nc1C(C)(C)C2	-1	0	0	-5	11	2	0.3	-8	-4.0
Cc1ccccc1NC(=O)c1ccc2c(c1)OCCO2	5	0	-6	-8	-1	0	0.1	8	-2.5
CCOC(=O)C[n+]1ccc2c([nH]c3ccccc32)c1C	-1	x	9	-5	10	10	0.3	5	2.2
COc1ccccc1-c1ccc(/C=C2/C=C(C)OC2=O)o1	-1	0	3	0	4	13	0.5	-2	-3.5
NC(=O)COc1ccc(C(=O)NCC2(N3CCOCC3)CCCCC2)cc1	x	4	4	3	10	2	0.0	15	x
O=C(COC(=O)/C=C/c1ccc(C(F)(F)F)cc1)NCc1ccco1	8	8	6	-3	-2	-6	-0.1	-9	5.1
CCc1c(C)nc(N2CCN(c3ccc(F)cc3)CC2)[nH]c1=O	x	0	x	x	x	x	0.0	1	-0.6
COc1cc2c(cc1NC(=O)CN(C)Cc1ccc(OC)c(OC)c1)oc1ccccc12	-5	0	7	-12	-2	3	0.2	-4	1.0

Rewritten bar-delimited: part of the list above.
SMILES | Fam108B counter | GRK2 inh | MCL1-BIM inh | PME-1 inh | GLD-1 TGE inh | BCLXL inh | Efflux pump mplx | VLA-4 inh | MEX-5 binding
COc1ccc2nc(NC(C)=O)sc2c1 | 0 | 1 | -2 | 3 | 1 | -5 | -0.1 | -1 | 1.6
CCOC(=O)C[n+]1ccc2c([nH]c3ccccc32)c1C | -1 | x | 9 | -5 | 10 | 10 | 0.3 | 5 | 2.2
